Screens from PubChem BioAssay.
MCF10A rereplic – induces DNA re-replication in MCF 10a normal breast cells. Potency, µM (titrated, usually from 46.1 µM), for inactives: top-dose activity, positive = re-replication, most hits filed as activators. MCF 10A DNA re-replication, Hoechst nuclear intensity, 48 h. AID 624296. 350,000 compounds, 2.9% hits; also: potency is read from the fitted curve at half-maximal effect; % of control where 0% means no effect; nearly all actives have a fitted effect of over 50% in size
SW480 rereplic – inducers of DNA re-replication in SW480 colon cancer cells; AID 624297; SW480 DNA re-replication, Hoechst DNA content imaging, 48 h; 340,000 compounds, 1.8% hits; Potency, µM (top dose mostly 46.1 µM), for inactives: at the top dose re-replication activation, most hits filed as activators; also: potency is read from the fitted curve at half-maximal effect; % of control where 0% means no effect; nearly all actives have a fitted effect of over 55% in size
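Image-based read-out: total Hoechst fluorescence of nuclei (405 nm excitation, 500-530 nm emission), with hits raising the fraction of high-intensity nuclei. SW480 colon cells incubated 48 hr with compounds at 37 C.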
HT1080NT lethal – kills 2HG-producing HT-1080-NT fibrosarcoma cells | 360,000 compounds, 1.6% hits | HT-1080-NT fibrosarcoma viability, CellTiter-Glo ATP luminescence, 48 h | Potency, µM (doses to about 46.1 µM), inactives show at the highest dose activity, negative = less viability, hits mostly cytotoxic | AID 686970;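 also: NT is the 2HG producing partner of a matched IDH1 knockdown line; potency is read from the fitted curve at half-maximal effect; 0% = DMSO-treated cells and -100% = media-only wells without cells; nearly all actives have a fitted effect of over 55% in size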
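Viability of the 2HG-overproducing fibrosarcoma line after 48 hours of compound exposure at 37 degrees C was determined by luminescence with CellTiter-Glo, and concentration-effect curves were then fitted and categorized.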
KB-V1 cytotox – KB-V1 MDR subline cytotoxicity. KB-V1 MDR cells viability, CellTiter-Glo, 72 h. Potency, µM (titrated, usually from 46.1 µM), inactives show top-dose activity change, negative = cytotoxicity, most hits filed as cytotoxic. 400,000 compounds, 3.4% hits. AID 1347076; also: potency is read from the fitted curve at half-maximal effect; % is scaled to controls: 0 for no effect and ±100 for the full control effect; nearly all actives have a fitted effect of over 60% in size
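In this primary screen, KB-V1 cells overexpressing P-gp are incubated with library compounds (lowest to highest concentration) for 72 h at 37 degrees C before a luminescent ATP viability read.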
ATXN viability – viability counter-screen for ATXN expression inhibitors; S2 cells (HEK-293 line with an ATXN2-luciferase reporter) viability, CellTiter-Fluor protease fluorescence, 24 h; 400,000 compounds, 0.49% hits; Potency, µM (doses to about 56.7 µM), usual class: cytotoxic; AID 651635; also: potency is read from the fitted curve at half-maximal effect; nearly all actives have a fitted effect of over 40% in size
IL-1B inflam inh – inflammasome signaling inhibition, IL-1 beta readout | AID 743279 | 360,000 compounds, 4.7% hits | activity change, % at 57.5 µM | THP-1 LPS/ATP IL-1B secretion, AlphaLISA, 16 h; active compounds read low; in the data active = activity change below about -50%; inconclusive = mostly about -30% to -49%; also: % is scaled to controls: 0 for no effect and ±100 for the full control effect
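THP-1 cells pretreated 1 hr with compounds (up to 57.5 uM final), then stimulated with LPS (250 ng/mL final) plus ATP (1.25 mM final); secreted IL-1B measured by AlphaLISA after 16 hr, decreased signal indicating inhibition.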
ATXN2 expr inh – reduces ATXN2 reporter expression in HEK-293 cells | 360,000 compounds, 0.72% hits | Potency, µM (highest dose often 57 µM), for the others: at the top dose activity change, negative = inhibition, most hits filed as inhibitors | HEK-293 ATXN2-luciferase reporter, luminescence, 24 h; also: potency is read from the fitted curve at half-maximal effect; % is scaled to controls: 0 for no effect and ±100 for the full control effect; nearly all actives have a fitted effect of over 55% in size
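ATXN2-luciferase reporter cells (luciferase flanked by upstream and downstream ATXN2 gene portions) were treated 24 h at 37 °C with compounds at up to 57 uM. SteadyGlo luminescence gave expression; GF-AFC fluorescence gave viability.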
HT1080 IDH1KD tx – HT-1080 IDH1 knockdown cell toxicity (counter line). 360,000 compounds, 2% hits. Potency, µM (titrated, usually from 46.1 µM), inactives show top-dose activity, negative = toxicity, usual class: cytotoxic. AID 686971. HT-1080 IDH1 knockdown viability, ATP luminescence, 48 h;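 also: potency is read from the fitted curve at half-maximal effect; 0% = DMSO wells and -100% = cell-free medium wells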
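IDH1KD HT-1080 cells, 750/well, RPMI + 5% FBS; compound pinned after 2 h settling; 48 h, 37 °C; CellTiter-Glo luminescence; % activity normalised to DMSO and no-cell wells; curves fitted, classed by r2 and efficacy.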
KB-3-1 cytotox – KB-3-1 parental cell cytotoxicity; 400,000 compounds, 1.4% hits; KB-3-1 viability, CellTiter-Glo ATP luminescence, 72 h; Potency, µM (series often up to 46.1 µM), without a hit: at the highest dose activity change, negative = cytotoxic, most hits filed as cytotoxic; also: potency is read from the fitted curve at half-maximal effect; % is scaled to controls: 0 for no effect and ±100 for the full control effect; nearly all actives have a fitted effect of over 60% in size
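Cells are dispensed, compounds pinned in, plates held at 37 °C for 72 h, then CellTiter-Glo is added and luminescence read after 10 minutes. Cell line: parental KB-3-1 in phenol-red-free DMEM, 10% FBS.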
The depositor's hits bear a star; i = inactive; ? = inconclusive; · = no result given; & = joins results of further samples; [ ] = remark or other dose. Unless noted, calls follow the shape of the dose curve; as a rule, active = well fitted curve in the direction sought with a large enough effect; inconclusive = small, poorly fitted or top-dose-only effect, or another doubt; inactive = no such curve, though single readings can be large; an effect the other way counts as inactive or inconclusive.

SMILES	MCF10A rereplic	SW480 rereplic	HT1080NT lethal	KB-V1 cytotox	ATXN viability	IL-1B inflam inh	ATXN2 expr inh	HT1080 IDH1KD tx	KB-3-1 cytotox
O=C(OCC(=O)N1CCN(C(=O)c2ccco2)CC1)c1ccc(Cl)cc1	0%	-1%	-2%	-12%	i	9	4%	0%	-15%
Nc1c(C(=O)NCCN2CCOCC2)c2nc3ccccc3nc2n1-c1ccc2c(c1)OCO2	6%	-2%	?	-12%	i	-59*	-21%	-23%	10%
CCC(C)(C)n1nnnc1C(c1ccc2ncccc2c1)N1CCN(c2nc3ccccc3s2)CC1 (stereo not drawn)	?	5%	?	0%	?	-11	?	?	-3%
CC(=O)c1ccc(NC(=O)CSc2nc(-c3ccc(C)cc3)nc3c2c(=O)n(C)c(=O)n3C)cc1	·	·	·	7%	i	·	-6%	·	12%
O=C(COC(=O)c1ccccc1F)Nc1ccc2c(c1)OCCO2	-19%	-61%[inhibitor]	22%	?	i	18	0%	10%	5%
CC(C(=O)NCc1ccc(Cl)cc1)n1cccc1C(=O)c1ccccc1 (stereo not drawn)	?	0%	-2%	-9%	i	25	-12%	-2%	-3%
CC(C)C(c1nnnn1Cc1ccccc1)N1CCN(Cc2ccco2)CC1 (stereo not drawn)	1%	2%	5%	-5%	i	-19	-3%	9%	2%
NS(=O)(=O)c1ccc(CCNC(=O)c2ccc(-c3ccccc3)cc2)cc1	5%	-5%	12%	?	i	-1	6%	10%	18%
CCC1CCC2(CC1)NC(=O)N(CC(=O)NCc1ccccc1Cl)C2=O (stereo not drawn)	12%	-2%	-3%	-13%	i	-12	7%	-10%	-14%
COc1cc(N)ccc1Nc1c2ccccc2nc2ccccc12	·	·	?	-8%	·	-24	?	23µM*	-11%
CCC(C(=O)O)n1c(C(F)(F)F)nc2ccccc21 (stereo not drawn)	-2%	-5%	10%	13%	?	14	-1%	4%	7%
Cc1ccc2c(c1)C1CN(C)CCC1N2C(=O)COc1ccccc1F (stereo not drawn)	10%	-4%	0%	-1%	i	-12	-3%	4%	?
NC(=O)c1ccc(-n2nnnc2SCC(=O)Nc2ccc(N3CCOCC3)c(Cl)c2)cc1	-3%	-1%	11%	6%	i	0	-10%	12%	14%
Cc1ccccc1OCC(O)CN(CCO)Cc1ccccc1 (stereo not drawn)	-10%	0%	27%	-2%	i	-7	-12%	?	2%
CC1Sc2ccc(C(=O)OCc3ccccc3Cl)cc2NC1=O (stereo not drawn)	20%	-2%	0%	?	i	4	22%	3%	0%
Cc1ccc(C)c(NC(=O)COC(=O)c2ccc3c(c2)OCCO3)c1	-7%	-1%	2%	-7%	i	11	·	-1%	0%
CN(C)C(=O)CSc1nnc(Cc2ccc([N+](=O)[O-])cc2)o1	7%	-3%	-3%	-27%	i	17	1%	0%	16%
CCCc1cc(=O)oc2c(C)c(OCC(=O)NC3CCN(Cc4ccccc4)CC3)ccc12	-12%	-1%	9%	-1%	i	-8	-2%	0%	-17%
CCOCc1cn(CC(=O)c2ccc(Cl)cc2)c(C)nc1=N	-14%	-8%	-6%	0%	i	1	1%	-4%	-6%
CN(C)/C=N/c1c(C#N)cnn1-c1ccc(C(F)(F)F)cn1	15µM*	18%	4%	-1%	i	12	2%	-7%[9.24 µM]	1%
Nn1c(-c2cccc(Br)c2)n[nH]c1=S	2%	-5%	16%	-7%	i	2	-11%	26%	0%
CCOC(=O)C(N)CSC1CC(=O)N(c2ccc(C(=O)OC)cc2)C1=O (stereo not drawn)	-2%	-5%	-2%	0%	i	-4	-5%	2%	-5%
CN(C)C(CNC(=O)c1cccc(S(=O)(=O)N2CCN(c3ccc(F)cc3)CC2)c1)c1ccccc1 (stereo not drawn)	?	?	?	-12%	i	-74*	?	15µM*	?
CCn1ccnc1CNC(=O)c1ccc2oc(CCCc3ccccc3)nc2c1	6%	1%	-13%	8%	i	0	-1%	-2%	2%
CCOC(=O)C(C)Oc1cccc2c(=O)n(CC(=O)NCc3ccco3)ccc12 (stereo not drawn)	?	1.3µM*	?	-2%	i	-54*	-2%	1.6µM*	0.73µM*
(continued)
SMILES	MCF10A rereplic	SW480 rereplic	HT1080NT lethal	KB-V1 cytotox	ATXN viability	IL-1B inflam inh	ATXN2 expr inh	HT1080 IDH1KD tx	KB-3-1 cytotox
O=C(COc1ccc(S(=O)(=O)N2CCCCC2)cc1)N1CCOCC1	-5%	-5%	-2%	·	i	2	-12%	3%	·
COc1ccccc1N1CCN(c2ccc(-c3ccccc3)nn2)CC1	2.6µM*	4.1µM*	2.6µM*	2.1µM*	?	-12	?	?	2.1µM*
CC(=O)Nc1cccc(NC(=O)Nc2cccc(Cl)c2C)c1	-3%	-6%	-10%	14%	i	1	-5%	-4%	14%
Cc1ccc(OCc2cc(C(=O)N3CCC(Oc4cccnc4)CC3)no2)cc1C	-12%	-11%	?	-10%	i	-9	·	-18%	-23%
O=[N+]([O-])c1cccc(-c2nc3ccc([N+](=O)[O-])cc3[nH]2)c1	4%	33%	5%	?	?	-16	·	5%	-19%
Cc1c(Cl)cccc1NC(=O)CSc1nnnn1C	-9%	1%	2%	0%	i	0	8%	4%	6%
COc1ccc(F)cc1S(=O)(=O)NCCCn1ccnc1	0%	1%	19%	0%	i	35	3%	30%	13%
CCN(CCn1cccn1)Cc1cn[nH]c1-c1ccc(-c2ccccc2)cc1	14%	6%	-1%	1%	i	-22	·	-15%	3%
Cc1ccc(S(=O)(=O)NCCC(=O)NCC(=O)Nc2c(C)cccc2C)cc1C	-27%	-117%[inhibitor]	10%	25%	i	0	5%	11%	6%
CC(=O)Oc1cccc(N2C(=O)C3C4C=CC(C4)C3C2=O)c1 (stereo not drawn)	-1%	-4%	-2%	-20%	i	2	2%	-1%	-5%
O=C(c1ccc(CS(=O)Cc2ccccc2Cl)o1)N1CCN(c2ccccn2)CC1 (stereo not drawn)	4%	-6%	-12%	18µM*	i	42	-24%	-1%	-16%
COc1ccccc1OCCCN1CCC(C(O)(c2ccccc2)c2ccccc2)CC1	·	·	21µM*	?	?	-54*	?	16µM*	-19%
Cc1cc([N+](=O)[O-])ccc1N(C)C	-2%	-2%	12%	6%	?	7	3%	7%	17%
CCN(CC)S(=O)(=O)c1ccc2nnn(O)c2c1	0%	-6%	8%	1%	i	-1	-31%	9%	9%
O=C(Nc1nc2ccc(Br)cc2s1)c1ccco1	2%	3%	-24%	7%	i	12	69%[activator]	-27%	-3%
S=C(NCc1ccc(Cl)cc1Cl)NC1CCCCC1	?	9%	?	?	?	14	?	?	-23%
COc1ccc(CC(=O)NCC2CCCN(Cc3ccccc3OC)C2)cc1 (stereo not drawn)	3%	11%	5%	-4%	i	-17	-23%	-7%	12%
CCC(C)(C)NC(=O)CN(C(=O)CNS(=O)(=O)c1ccc(C)cc1)c1ccc2c(c1)OCCO2	2%	-1%	-5%	-4%	i	16	0%	-4%	5%
O=C(NC1CCC(=O)N(CCSc2ccccc2)CC1)OCc1ccccc1 (stereo not drawn)	14%	15%	1%	?	i	15	-4%	-4%	-3%&-13%
COc1nc(-c2cccc([N+](=O)[O-])c2)nc2ccccc12	-1%	-22%	20%	-16%	i	23	-16%	17%	6%
COc1ccc(CNC(=O)[C@@H]2CC=C[C@@H]3CCN(C4CC4)C(=O)[C@@H]32)cc1	20%	-7%	18%	0%&-11%	i	13	7%	16%	11%&6%
Cc1cccc2sc(N(CCCN(C)C)C(=O)c3cc4ccccc4oc3=O)nc12	25%	-2%	-15%	0%	i	0	-23%	-21%	0%
CN(CC(=O)Nc1cccc(F)c1)C(=O)c1ccc2c(c1)NC(=O)CS2	10%	-13%	-17%	3%	i	10	1%	-11%	-12%
CCOC(=O)c1c(C)[nH]c(C)c1C(=O)CSc1nnc(-c2cc(OC)c(OC)c(OC)c2)o1	5%	-2%	4%	3%	i	9	-12%	6%	3%
CC1(C)CC(=O)C=C(c2ccc(OC(F)(F)F)cc2)C1	-1%	1%	?	-21%	i	1	-4%	-4%	-15%
Clc1ccc(-c2nnc3sc(-c4ccc(Br)o4)nn23)cc1	17%	0%	13%	?	i	-7	-22%	10%	-3%

Profiles from above. Order of screens: MCF10A rereplic | SW480 rereplic | HT1080NT lethal | KB-V1 cytotox | ATXN viability | IL-1B inflam inh | ATXN2 expr inh | HT1080 IDH1KD tx | KB-3-1 cytotox
`COc1nc(-c2cccc([N+](=O)[O-])c2)nc2ccccc12` as listed: -1% | -22% | 20% | -16% | i | 23 | -16% | 17% | 6%
`O=C(COc1ccc(S(=O)(=O)N2CCCCC2)cc1)N1CCOCC1` as listed: -5% | -5% | -2% | · | i | 2 | -12% | 3% | ·
`CCOC(=O)c1c(C)[nH]c(C)c1C(=O)CSc1nnc(-c2cc(OC)c(OC)c(OC)c2)o1` as listed: 5% | -2% | 4% | 3% | i | 9 | -12% | 6% | 3%
`Cc1ccc(S(=O)(=O)NCCC(=O)NCC(=O)Nc2c(C)cccc2C)cc1C` as listed: -27% | -117%[inhibitor] | 10% | 25% | i | 0 | 5% | 11% | 6%
`Cc1ccc(OCc2cc(C(=O)N3CCC(Oc4cccnc4)CC3)no2)cc1C` as listed: -12% | -11% | ? | -10% | i | -9 | · | -18% | -23%

A stretch taken from the entries so far:
SMILES	MCF10A rereplic	SW480 rereplic	HT1080NT lethal	KB-V1 cytotox	ATXN viability	IL-1B inflam inh	ATXN2 expr inh	HT1080 IDH1KD tx	KB-3-1 cytotox
CC1(C)CC(=O)C=C(c2ccc(OC(F)(F)F)cc2)C1	-1%	1%	?	-21%	i	1	-4%	-4%	-15%
Clc1ccc(-c2nnc3sc(-c4ccc(Br)o4)nn23)cc1	17%	0%	13%	?	i	-7	-22%	10%	-3%
